Screening data from PubChem.
PPC-1+TRAIL kill: compounds killing PPC-1 cancer cells with TRAIL present (potentiator screen, no TRAIL-free arm); PPC-1 cells + TRAIL, ATPLite viability luminescence; cell killing (% activity), % at 4 µM; 0.41% of 220,000 active; AID 1443;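 active means cell killing above 50% in the first pass at 4 µM, then a duplicate retest at 5 µM averaging 50% or more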;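 further: plate controls were cells with TRAIL plus DMSO for no effect and medium-only wells lacking cells for full effect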
TRPN1 ag: agonists of zebrafish TRPN1 channel; HEK293 zebrafish TRPN1-YFP, Fluo-8 calcium fluorescence; 100% = response to 87 µM carbachol; 0.18% of 220,000 active; AID 1424; activation, % at 3 µM;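 active means activation above its plate's cutoff, the mean activation of test wells on that plate plus 3 SD, cut at about 19% in these data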;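 further: 0% = DMSO alone and 100% = 87 µM carbachol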
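Material: zebrafish TRPN1-YFP in HEK293 cells. Doses: one dose of 3 µM, 0.3% DMSO. Incubation: dye 1 h 37 °C plus 30 min RT. Measured by: intracellular calcium fluorescence with Fluo-8.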
TRPML3 ag: activates the human TRPML3 channel | Q8TDD5 | HEK293 TRPML3-YFP, Fluo-8 calcium fluorescence; 100% = the carbachol control signal | activation, % at 3 µM | 0.29% of 220,000 active;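 active means activation above its plate's cutoff, the mean activation of the plate's test wells plus 3 SD, cut at about 12% in these data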;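 further: 0% = DMSO only wells and 100% = carbachol wells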
Target sequence (Q8TDD5 whole entry, looked up): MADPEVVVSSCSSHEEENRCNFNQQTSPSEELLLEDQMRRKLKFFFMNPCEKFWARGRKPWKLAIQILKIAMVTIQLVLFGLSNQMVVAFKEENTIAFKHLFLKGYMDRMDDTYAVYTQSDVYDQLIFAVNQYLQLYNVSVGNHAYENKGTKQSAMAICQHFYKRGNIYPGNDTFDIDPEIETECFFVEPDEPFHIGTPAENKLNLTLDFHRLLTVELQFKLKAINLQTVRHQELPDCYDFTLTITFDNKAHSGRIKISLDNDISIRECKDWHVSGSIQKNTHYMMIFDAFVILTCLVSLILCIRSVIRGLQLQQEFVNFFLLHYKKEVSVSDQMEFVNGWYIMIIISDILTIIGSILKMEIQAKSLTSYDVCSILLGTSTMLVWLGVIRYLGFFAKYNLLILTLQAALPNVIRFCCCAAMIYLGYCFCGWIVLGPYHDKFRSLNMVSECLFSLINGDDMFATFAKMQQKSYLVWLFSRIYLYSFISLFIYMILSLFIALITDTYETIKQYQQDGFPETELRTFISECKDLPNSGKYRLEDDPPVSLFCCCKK
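system = HEK293 cells stably carrying human TRPML3-YFP | doses = one concentration, 3 µM nominal, 0.3% DMSO | timing = dye loading 1 h 37 °C then 30 min ambient, 125 s read | detection = Fluo-8 calcium dye fluorescence, ex 470-495, em 515-575 nm | benchmarks = high control carbachol 87 µM, low control DMSO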
MDM2 E3 inh: blocks human Mdm2 ubiquitin ligase activity; Q00987; cell-based MDM2 ubiquitination luciferase reporter, 2 h; 0 = plate control, 100 = twice control, blank-subtracted; signal enhancement, % at 5 µM; 0.11% of 210,000 active;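 active means signal enhancement of 30% or more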;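 further: luminescence tracks abundance of the self-degrading MDM2-luciferase fusion protein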
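Assay system: stable mammalian line carrying autodegrading MDM2–luciferase fusion reporter; amount: 2000 cells seeded into each well; buffer or medium: DMEM; benchmarks: plate control and blank wells; signal: luciferase luminescence; timing: 2 h compound exposure at 37 °C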
CHOP inh: blocks CHOP induction under ER stress; CHO-K1 CHOP-promoter luciferase, tunicamycin-induced, 15-18 h; inhibition, % at 10 µM; 3.8% of 220,000 active; AID 2732;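 active means compounds that reduced the stress-induced luciferase reporter signal by more than about 70% of percent inhibition, limit read from the data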;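 further: 0% = tunicamycin plus vehicle and 100% = wells without tunicamycin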
Runt-SMMHC FRET: blocks binding of human RUNX1 Runt domain to CBFb-SMMHC; Q01196+Q13951; Cerulean-Runt/Venus-CBFb-SMMHC FRET ratio 530/480, 1 h; inhibition, % at 20 µM; 0.74% of 220,000 active; AID 1434;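 active means mean inhibition across duplicate retests at 20 µM reaching about 50%, limit read from the data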;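 further: 0% = DMSO wells and 100% = wells with excess untagged CBFb-SMMHC; inhibitors lower the FRET ratio by blocking Runt binding to CBFb-SMMHC; some results filed as inactive read as strong as hits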
EBV gp42 block: blocks Epstein-Barr virus glycoprotein 42 binding. 0.42% of 220,000 active. AID 1085. Fluorescence polarization binding assay, mP read-out. inhibition, % (tested at 21.74 µM). Q1HVG2; in the data active means inhibition above about 50%
TNF necrop inh: inhibitors of TNF-alpha induced necroptosis in Jurkat FADD-/- cells. Jurkat FADD-/- TNF necroptosis rescue, ATP luminescence, 24 h; 0 = TNF only, 100 = no-TNF cells. 0.068% of 220,000 active. activation (protection from cell death), % at 10 µM;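 active means activation, meaning protection from cell death, of at least 50% relative to plate controls; inactive means activation below 50%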;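 further: necroptosis triggered by 40 ng/mL TNF-alpha added together with compound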
p47phox inh: inhibitors of human p47phox binding. AID 1274. p47phox/p22phox peptide binding, fluorescence polarization, 2 h. 0.53% of 220,000 active. inhibition, % at 24.7 µM;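 active means inhibition above about 30%, limit read from the data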;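 further: 0% = p47phox with labelled peptide and 100% = labelled peptide alone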
Target sequence (P14598 whole entry, looked up): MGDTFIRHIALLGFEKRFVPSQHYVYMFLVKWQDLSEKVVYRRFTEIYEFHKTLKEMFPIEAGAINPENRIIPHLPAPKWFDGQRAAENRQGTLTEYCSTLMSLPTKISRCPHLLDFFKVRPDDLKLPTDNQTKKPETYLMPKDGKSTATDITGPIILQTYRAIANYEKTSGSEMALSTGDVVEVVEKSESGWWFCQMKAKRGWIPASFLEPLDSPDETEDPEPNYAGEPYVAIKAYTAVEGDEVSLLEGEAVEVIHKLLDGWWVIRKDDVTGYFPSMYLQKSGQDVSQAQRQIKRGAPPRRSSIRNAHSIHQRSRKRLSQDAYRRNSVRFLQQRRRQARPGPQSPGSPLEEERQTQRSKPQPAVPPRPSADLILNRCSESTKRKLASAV
* hit, by the source's call; . = no result given. Outcome played no part in choosing rows. About 5.9% of those tested had a hit in this group.

Screens in order – PPC-1+TRAIL kill	TRPN1 ag	TRPML3 ag	MDM2 E3 inh	CHOP inh	Runt-SMMHC FRET	EBV gp42 block	TNF necrop inh	p47phox inh
O=C(NC(=S)Nc1ccccc1C(=O)O)c1ccc2ccccc2c1
    6	-0.1	0.1	-6	-7	-2	4	-0.2	-11
COCCNC(=O)CCCn1c(=O)c2cc(OC)c(OC)cc2n(CC(=O)c2ccc(Cl)cc2)c1=O
    .	1.4	0.6	9	-19	4	4	1.1	6
CCCOc1ccc(C2/C(=C(\O)c3c(C)[nH]c(C(=O)OC)c3C)C(=O)C(=O)N2CCN(C)C)cc1 (centres undefined)
    11	2.1	0.8	-4	-3	6	5	0.2	1
Cc1ccc(C)c(S(=O)(=O)Nc2cc(SCC(=O)O)c(O)c3ccccc23)c1
    12	0.2	0.4	3	-52	2	-6	-9.4	7
COc1cc(S(=O)(=O)Nc2ccccc2C)ccc1Cl
    18	-1.6	-0.2	-17	-10	-3	-4	1.8	0
CCn1cc(C(=O)O)c(=O)c2cnc(N3CCN(C(=S)NC(=O)c4ccccc4)CC3)nc21
    -17	1.1	0.9	-10	-13	21	-3	1.4	-1
O=C(C[n+]1ccc(/C=C/c2ccccc2)cc1)c1ccc2c(c1)OCCO2
    22	-0.8	0.4	-7	0	1	-6	-3.9	-4
O=C(Cn1nc(C(=O)O)c2ccccc2c1=O)NCCC1=CCCCC1
    13	-0.7	0.5	-9	21	1	-12	1.5	-3
CCCOc1ccc(C(=O)O/N=C(\CC)c2ccc(C)cc2)cc1
    15	0.3	0.8	-6	28	-3	10	0.9	-8
CC(C)CCNC(=O)C1CCC(=O)N1C(C)C (centres undefined)
    7	1.4	0.2	-23	-9	0	-8	-0.8	-5
CCn1c(SC(C)C(=O)NC2CCCc3ccccc32)nnc1-c1cccs1 (centres undefined)
    -20	-2.0	-1.1	-21	1	0	0	1.2	-13
Cc1nc(CSc2nnc(Nc3cccc(C)c3C)s2)cs1
    13	-1.9	-0.9	8	22	1	-5	3.1	-1
CC(=O)N1CC(=O)N=C1SCC(=O)Nc1nc(-c2ccccc2)c(-c2ccccc2)s1
    12	-1.2	0.5	5	49	-1	-9	1.6	-20
COc1cc(/C=C/C(=O)O)cc(S(=O)(=O)Nc2ccccc2Oc2ccccc2)c1OC
    -9	-0.4	0.6	.	-4	2	-20	-1.3	-12
CCc1nc(C)cn1S(=O)(=O)c1ccc(Cl)c(Cl)c1Cl
    0	3.5	1.5	-6	45	1	-12	-4.3	-1
CCOC(=O)C1=C(C)N=C2c3ccccc3C(=O)C2C1c1ccc(Br)cc1 (centres undefined)
    10	0.5	0.9	7	93*	1	-3	3.7	-7
CCOC(=S)N/C(=N\S(=O)(=O)c1ccc(C)cc1)c1ccccc1
    23	0.3	0.5	6	-18	-3	-7	-1.6	-9
COc1ccc(/C=N/NC(=O)c2cc(Br)ccc2O)cc1Cn1cc(Cl)cn1
    19	1.9	1.8	-6	49	-8	11	1.4	-15
COc1cc(C(=O)Nc2ccc(C)cc2)c(-n2cnnn2)cc1OC
    -4	1.0	0.7	-10	6	2	9	0.6	0
CC(C(=O)Nc1ccccc1)N1C(=O)c2ccccc2C1=O (centres undefined)
    .	0.1	0.7	-24	18	.	1	0.0	-11
COc1ccc(CSc2nnc(C)n2N)cc1[N+](=O)[O-]
    14	0.8	0.6	-14	33	-1	-12	1.3	3
CC(C)Cc1nnc(NC(=O)CSc2nc(O)c(-c3ccccc3)c(=O)[nH]2)s1
    18	0.5	0.3	-92	-7	-1	-7	-0.7	-8
NC(=O)c1ccccc1N/C=C/C(=O)c1ccccc1
    47	-2.5	0.1	-60	18	10	-12	-9.1	-6
CCc1nc(SCC(=O)c2ccc(Cl)s2)c2oc3ccccc3c2n1
    5	-0.1	-0.2	-8	10	16	-35	-0.3	-19
COc1ccc2nc(Nc3ccccc3)sc2c1
    49	-0.4	0.5	-24	24	2	12	7.2	-2
COc1ccccc1NC1=C(C)C(=O)CC1
    18	0.3	0.9	1	38	3	-3	-6.0	-8
CCCC(=O)Nc1c(-c2cccs2)c(=O)c2ccccc2n1C
    14	-0.2	0.5	-1	-1	-2	-21	-1.1	-6
Clc1ccc(Oc2nc3ccccc3n3cccc23)cc1
    14	-1.4	0.7	1	56	0	-9	-3.7	0
O=C(CSc1n[nH]c(=O)[nH]c1=O)c1ccccc1[N+](=O)[O-]
    4	1.2	0.4	-13	-8	0	-10	2.7	2
COc1ccc2c(CC(=O)Nc3ccc(OC)c(NS(=O)(=O)c4ccc(F)cc4)c3)coc2c1
    8	-0.3	-0.1	5	55	0	-4	0.8	-22

Some of these compounds in order of the p47phox inh value, falling:
Compound	TRPML3 ag	CHOP inh	Runt-SMMHC FRET	EBV gp42 block	p47phox inh
COc1ccc(CSc2nnc(C)n2N)cc1[N+](=O)[O-]	0.6	33	-1	-12	3
COc1cc(S(=O)(=O)Nc2ccccc2C)ccc1Cl	-0.2	-10	-3	-4	0
CCc1nc(SCC(=O)c2ccc(Cl)s2)c2oc3ccccc3c2n1	-0.2	10	16	-35	-19

Back to the main list with the six entries that preceded the break.
Screens in order – PPC-1+TRAIL kill	TRPN1 ag	TRPML3 ag	MDM2 E3 inh	CHOP inh	Runt-SMMHC FRET	EBV gp42 block	TNF necrop inh	p47phox inh
COc1ccc2nc(Nc3ccccc3)sc2c1
    49	-0.4	0.5	-24	24	2	12	7.2	-2
COc1ccccc1NC1=C(C)C(=O)CC1
    18	0.3	0.9	1	38	3	-3	-6.0	-8
CCCC(=O)Nc1c(-c2cccs2)c(=O)c2ccccc2n1C
    14	-0.2	0.5	-1	-1	-2	-21	-1.1	-6
Clc1ccc(Oc2nc3ccccc3n3cccc23)cc1
    14	-1.4	0.7	1	56	0	-9	-3.7	0
O=C(CSc1n[nH]c(=O)[nH]c1=O)c1ccccc1[N+](=O)[O-]
    4	1.2	0.4	-13	-8	0	-10	2.7	2
COc1ccc2c(CC(=O)Nc3ccc(OC)c(NS(=O)(=O)c4ccc(F)cc4)c3)coc2c1
    8	-0.3	-0.1	5	55	0	-4	0.8	-22
COc1ccc(NC(=O)CSc2ncnc3c2cnn3Cc2ccccc2)cc1
    -8	-1.1	0.7	-16	50	-2	-2	2.2	-5
O=C(CCCSc1nc(-c2ccco2)cc(C(F)(F)F)n1)NCC1CCCO1 (centres undefined)
    -6	1.7	0.7	1	16	-4	-11	-2.4	-20
Cc1cc(C)c(Nc2cc(S(=O)(=O)O)c(N)c3c2C(=O)c2ccccc2C3=O)c(C)c1
    17	0.1	-0.5	-25	39	-9	31	-5.9	59*
O=C(NCCc1nnc2ccc(NCc3ccccc3Cl)nn12)c1ccccc1
    31	-1.0	1.3	-2	29	2	-3	0.6	-2
COc1ccc(NC(=O)NCCCN2CCCC2=O)c(OC)c1
    -15	-0.8	1.2	-9	10	-1	-14	0.1	-15
Cc1ccc(C)c(NS(=O)(=O)c2cc(Br)cnc2N)c1
    -5	-1.5	-0.3	-16	0	1	-18	-0.2	-12
NC(=O)NOCc1c(Cl)cccc1Cl
    12	1.8	1.1	-15	31	-2	-9	-0.5	-12
CCCC(=O)Nn1cnc2c(c1=O)C1(CCCC1)Cc1ccccc1-2
    23	3.2	-0.1	17	28	-3	-9	-1.4	-14
COc1ccc(-c2nc(O)c3cnccn23)cc1
    6	1.4	0.8	-7	27	-4	-12	1.2	-4
FC(F)(F)c1cc(-c2ccccc2)nc(-n2cc(Cl)cn2)n1
    8	-1.9	0.4	3	68	0	1	-0.3	1
CCOC(=O)Cc1csc(NC(=O)c2cc(OC)cc(OC)c2)n1
    30	0.4	0.3	.	44	2	-8	-0.9	-9
CCOc1ccc2cc(C#N)c(SCC(=O)N3CCC(C)CC3)nc2c1
    -3	-1.7	0.2	-14	-97	8	-34	-1.6	-66
COc1ccc(NCc2nnc(SCC(=O)NNC(=O)c3ccc(C)cc3)n2C)cc1
    -10	0.4	0.1	-5	11	3	-19	-0.5	-60
COc1cc(C(=O)OCC(C)=O)cc(NC(=O)c2ccco2)c1OC
    12	1.0	0.6	-19	1	1	-3	0.6	5
CCNC(=O)/C(=C/c1ccco1)NC(=O)/C=C/c1ccccc1
    20	1.1	-0.6	1	-2	1	-8	-3.6	-6
c1ccc(Nc2nc(-c3ccncc3)cs2)nc1
    18	3.1	0.1	-8	56	0	6	-4.2	-5
CCSc1ccccc1C(=O)Nc1cccc(OC)c1
    36	-0.8	-0.1	-19	-14	-1	-13	0.2	0
COc1ccc(C(=O)Nc2ccccc2C(=O)NCc2ccco2)cc1OC
    14	2.2	0.3	-7	11	3	-7	-5.5	-8
Cc1nc2c3cc(Cl)ccc3n(CCN3CCCCC3)c2s1
    12	0.5	-0.5	-9	-9	3	0	-2.4	-10
Cc1noc(C)c1COc1cccc(C(=O)NC(C)(C)C)c1
    -4	0.1	-0.2	0	12	-2	2	-0.1	17
CCN(CC)S(=O)(=O)c1ccc2[nH]c(=O)cc(C(=O)Nc3ccc(C)c(S(=O)(=O)N(CC)CC)c3)c2c1
    14	0.4	0.8	9	3	2	2	3.1	-19
CC(=O)c1c(C)[nH]c(C(=O)OCc2ccccc2)c1C
    15	2.9	0.7	-13	13	0	-11	0.0	-4
